Screening data: PubChem BioAssay, National Center for Advancing Translational Sciences (NCATS)
CBFb RUNX1 block – CBF-beta/RUNX1 interaction disruption | AlphaScreen CBFb-His/RUNX1-biotin binding, biochemical | AID 1477 | Potency, µM (doses to about 59.8 µM), for the others: top-dose activity, negative = inhibition, most hits filed as inhibitors | 230,000 tested, under 10 active; also: % of control where 0% means no effect
Target sequence (Q01196 whole entry, looked up): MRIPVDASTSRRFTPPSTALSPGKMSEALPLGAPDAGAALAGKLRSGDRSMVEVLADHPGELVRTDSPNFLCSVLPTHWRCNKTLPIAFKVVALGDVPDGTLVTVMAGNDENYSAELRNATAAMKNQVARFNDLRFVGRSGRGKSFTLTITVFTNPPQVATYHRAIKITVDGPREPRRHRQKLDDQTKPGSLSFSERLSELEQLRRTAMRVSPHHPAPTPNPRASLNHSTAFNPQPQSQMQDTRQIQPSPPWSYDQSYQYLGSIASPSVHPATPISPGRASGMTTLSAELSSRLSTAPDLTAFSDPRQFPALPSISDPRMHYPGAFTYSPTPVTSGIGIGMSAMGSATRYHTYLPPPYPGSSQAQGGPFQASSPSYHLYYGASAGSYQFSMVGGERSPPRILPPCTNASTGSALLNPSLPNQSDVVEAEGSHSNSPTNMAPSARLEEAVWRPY
Target sequence (Q13951 whole entry, looked up): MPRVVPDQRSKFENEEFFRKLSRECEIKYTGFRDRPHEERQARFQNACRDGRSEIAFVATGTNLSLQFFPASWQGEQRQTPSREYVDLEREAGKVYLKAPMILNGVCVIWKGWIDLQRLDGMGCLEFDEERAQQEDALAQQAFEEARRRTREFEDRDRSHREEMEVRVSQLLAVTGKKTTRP
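His-tagged CBF-beta and biotinylated RUNX1 (30 nM each) were premixed 20 min at room temperature, exposed to compound for 15 min, then given nickel-chelate and streptavidin AlphaScreen beads (50 ng each). After 90 min, AlphaScreen signal was read.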
NPSR antagonist – blocks cAMP signaling of the human neuropeptide S receptor | CHO-NPSR cells, cAMP TR-FRET, antagonist mode | Potency, µM (highest dose often 38.3 µM), for the others: at the top dose activity change, negative = inhibition, hits mostly inhibitors | 220,000 compounds, 1% hits; also: potency is read from the fitted curve at half-maximal effect; % is scaled to controls: 0 for no effect and ±100 for the full control effect; nearly all actives have a fitted effect of over 50% in size; many of its hits are not listed in these tables
Target sequence (Q6W5P4 whole entry, looked up): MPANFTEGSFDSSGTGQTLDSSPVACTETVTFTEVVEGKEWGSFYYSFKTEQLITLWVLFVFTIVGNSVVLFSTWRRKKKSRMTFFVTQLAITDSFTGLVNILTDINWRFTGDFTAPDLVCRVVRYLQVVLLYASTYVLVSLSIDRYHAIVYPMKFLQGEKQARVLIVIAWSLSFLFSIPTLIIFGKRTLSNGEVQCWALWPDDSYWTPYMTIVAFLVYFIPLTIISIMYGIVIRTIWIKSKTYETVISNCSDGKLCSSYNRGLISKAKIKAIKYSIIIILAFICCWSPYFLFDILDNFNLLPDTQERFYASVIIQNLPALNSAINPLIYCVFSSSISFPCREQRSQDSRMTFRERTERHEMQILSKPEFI
IMPase Li inh – cell-permeable IMPase inhibitors with lithium potentiation; CHO-M1 cells, IP1 TR-FRET (IP-One), carbachol + lithium; Potency, µM (top dose mostly 59.4 µM), for the others: top-dose activity, negative = IMPase inhibition, actives largely listed as inhibitors; 210,000 compounds, 0.35% hits; AID 1457;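 also: IP1 builds up when IMPase is blocked and the TR-FRET signal falls; potency is read from the fitted curve at half-maximal effect; plate controls were basal vehicle for no effect and high inhibitor control for full effect; nearly all actives have a fitted effect of over 50% in size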
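CHO cells stably expressing M1 receptor (2000/well, cultured 16–30 h) treated 30 min at 37C with compound plus low lithium. Cytosolic IP1 by TR-FRET (665/620 ratio and 620 channel) after 10 min lysis; AC50 by Hill fit.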
Lamin A splicing – changes lamin A minigene splicing in HeLa cells; 200,000 compounds, 0.01% hits; HeLa LMNA splicing GFP/RFP minigene ratio, 48 h; Potency, µM (series often up to 46.1 µM), without a hit: at the top dose ratio change, negative = inhibition, actives largely listed as inhibitors; active = well fitted inhibition curve with a large enough effect in the signal ratio, with a control signal flat, not every such curve was filed as active; inconclusive = small, poorly fitted or top-dose-only effect, or effect the other way, or a change in a side signal; the % refers to the signal ratio; also: potency is read from the fitted curve at half-maximal effect; % is scaled to controls: 0 for no effect and ±100 for the full control effect
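Read-out is the ratio of GFP to DsRed2 object intensity, acquired by 488 nm laser-scanning cytometry on HeLa lamin A-EGFP minigene reporter cells. Compound incubation 48 hrs at 37 °C in Opti-MEM with 2% FBS; DMSO 0.5% final.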
HttQ103 aggreg – reduces HttQ103-GFP aggregates in PC12 cells; PC12 HttQ103-GFP aggregates, Acumen cytometry, 40 h; Potency, µM (highest dose often 46.1 µM), inactives show at the highest dose activity change, negative = inhibition, actives largely listed as inhibitors; 220,000 compounds, 1.1% hits; also: potency is read from the fitted curve at half-maximal effect; % is scaled to controls: 0 for no effect and ±100 for the full control effect; nearly all actives have a fitted effect of over 60% in size
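Quantitative HTS on tebufenozide-induced (100 nM) PC12 cells stably expressing polyQ103 Huntingtin exon 1–GFP. Reduction of bright GFP aggregates, detected by laser scanning cytometry after lysis, identified actives across the titration.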
Luc counter – Kinase-Glo luciferase inhibition (counter-screen) | Q27757 | Kinase-Glo luciferase, ATP luminescence, 8 min | Potency, µM (titrated, usually from 38.3 µM), for inactives: at the top dose activity change, negative = inhibition, usual class: inhibitors | 200,000 compounds, 0.28% hits | AID 1379; also: potency is read from the fitted curve at half-maximal effect; % is scaled to controls: 0 for no effect and ±100 for the full control effect; nearly all actives have a fitted effect of over 60% in size
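Kinase-Glo luciferase light output from ATP and luciferin was measured with 10 uM ATP, within the enzyme's linear range. Buffer: 50 mM imidazole pH 7.2, 50 mM KCl, 7 mM MgCl2, 0.01% Tween 20, 0.05% BSA; luminescence read after 8 min at ambient temperature.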
Epigenetic reg – epigenetic control regulation, reporter derepression; murine LDR cells, GFP reporter derepression, 30 h; Potency, µM (series often up to 53.9 µM), without a hit: at the top dose GFP activation, usual class: activators; 280,000 compounds, 0.2% hits; AID 1865; also: potency is read from the fitted curve at half-maximal effect; % of control where 0% means no effect; nearly all actives have a fitted effect of over 60% in size
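Reporter derepression read as number of fluorescent GFP-positive objects, 20-120 um in size, counted by laser-scanning cytometer. Mouse LDR line with an epigenetically silenced CMV-GFP locus; compound incubation 30 h, 37 C.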
Active calls of the source: *; u = inconclusive; x = not tested or not shown; & = joins results of further samples; [ ] = dose if it differs, or a comment. Unless noted, calls follow the shape of the dose curve; as a rule, active = well fitted curve in the direction sought with a large enough effect; inconclusive = small, poorly fitted or top-dose-only effect, or another doubt; inactive = no such curve, though single readings can be large; an effect the other way counts as inactive or inconclusive. A portion of the library (hit frequency here may not be typical).

SMILES	CBFb RUNX1 block	NPSR antagonist	IMPase Li inh	Lamin A splicing	HttQ103 aggreg	Luc counter	Epigenetic reg
CC(C1CC2CCC1C2)n1c(COc2ccccc2F)nnc1SCC(N)=O (configuration not stated)	2%	-26%[46.1 µM]	6%[38.3 µM]	38%	27%	-3%	-0.4%
Cc1cccc(-c2nsc(SCC(=O)N3CCCC3)n2)c1	3%	-14%[46.1 µM]	-8%[38.3 µM]	-15%	-13%	-5%	-0.3%
OCCNc1nc(N2CCOCC2)nc(N2CCOCC2)n1	-2%	-18%	-9%	x	-22%[9.22 µM]	-4%	2.0%
Cc1ccc(/C=N/NC(=O)c2cccs2)o1	7%	10%	2%	-3%	16%	-4%	1.0%
C(=N\Nc1nc2ccccc2s1)/c1ccc2c(c1)OCO2	13%	5%	23%	-21%	-4%	-2%	0.0%
C=CCNC(=S)Nc1sc2c(c1C(N)=O)CCCC2	-2%	-5%	x	x	0%[9.22 µM]	x	0.0%
COc1ccccc1CNC(=O)c1cc2c(s1)CS(=O)(=O)C2	-4%	-22%[46.1 µM]	-14%[38.3 µM]	14%	9%	-1%	-0.7%
COc1ccc(NC(=O)c2ccc(C#N)cc2)cc1NS(=O)(=O)c1ccc(F)cc1	-19%	7%	1%	-9%	24%	-6%	-0.7%
O=C(NCCc1nnc2ccc(NCc3ccc(Cl)cc3)nn12)c1ccccc1	-3%	-10%	5%	10%[9.22 µM]	-15%	2%	-2.8%
COc1ccc(C(=O)Nc2ccc(S(=O)(=O)Nc3nccc(C)n3)cc2)cc1OC	-1%	-9%[46.1 µM]	2%[38.3 µM]	-1%	u	0%	0.0%
Cc1ccc(S(C)(=O)=O)cc1S(=O)(=O)Nc1cccc(Cl)c1	13%	-11%	-1%	-9%	-1%	0%	1.3%
O=C(N/N=C/c1ccc[nH]1)c1cccnc1	-4%	2%[46.1 µM]	4%[38.3 µM]	u	25%	0%	-2.0%
O=C(Nc1ccccc1F)C1(c2ccccc2)CC1(Cl)Cl (configuration not stated)	28%	-10%	17%	u	1%	1%	0.0%
OCC#Cc1cnc2ccccc2c1	9%	6%[46.1 µM]	3%[38.3 µM]	1%	3%	-7%	0.8%
CC1(C)CC(=O)C(C=Nc2ccc(O)c(N=CC3=C(O)CC(C)(C)CC3=O)c2)=C(O)C1	-9%	-20%	2%	x	-19%	-1%	8.6%
CN(C(Cc1ccc(OS(=O)(=O)c2cccc3cnccc23)cc1)C(=O)N1CCN(c2ccccc2)CC1)S(=O)(=O)c1cccc2cnccc12 (configuration not stated)	u	x	2%&9%	x	x	x	0.0%&6.3%
Cc1ccc(NC(=O)CCNS(=O)(=O)c2ccc3c(c2)oc(=O)n3C)cc1	6%	-5%[46.1 µM]	27%[38.3 µM]	11%	-12%[9.22 µM]	4%	0.7%
O=C(NCCc1ccc(Cl)cc1)C1CCN(S(=O)(=O)N2CCCCC2)CC1	-3%	-7%[46.1 µM]	x	1%	u	x	0.0%
CC1CC(C)CN(C(=O)C2CCC(CNc3c(N4CCCCC4)c(=O)c3=O)CC2)C1 (configuration not stated)	1%	0%	x	x	-18%[9.22 µM]	x	0.1%
CC(=O)C1=C(C)N(c2ccccc2)C(=O)C1(NS(=O)(=O)c1ccc(N)cc1)C(F)(F)F (configuration not stated)	4%	-6%	11%	-19%[46 µM]	u	-3%	-0.4%
O=C(c1cc(F)c(F)cc1Cl)N1CCN(c2ccc([N+](=O)[O-])c3ncccc23)CC1	4%	3%	2%	u	14%	1%	1.0%
O=c1ccc(=O)n2n1CC(O)C2	7%	0%[46.1 µM]	2%[38.3 µM]	-3%	8%	-2%	-4.2%
CCOC(=O)c1cn(Cc2cccc(C)c2)nn1	-1%	12%	5%	15%	4%	-2%	2.3%
COC(=O)c1ccccc1NC(=O)CSc1nnc(Cc2ccc(Cl)cc2)o1	18%	-20%[46.1 µM]	21%[38.3 µM]	4%	7%	3%	-0.8%
CC(C)OCCCNC(=O)c1ccc(CS(=O)(=O)Cc2ccccc2F)o1	-2%	0%[46.1 µM]	0%[38.3 µM]	12%	-13%	1%	1.0%
CSc1nc(N)c(C#N)c(-c2ccc(Cl)cc2)c1C#N	7%	-16%[46.1 µM]	3%[38.3 µM]	u	u	3%	-1.9%
CC(C)c1cc(C(=O)N/N=C/c2c[nH]c3ccccc23)n[nH]1	5%	-16%	x	x	-10%[9.22 µM]	x	0.1%
CCOC(=O)c1sc2nc(N3CCOCC3)c3c(c2c1N)CCN(C)C3	2%	-1%[46.1 µM]	7%[38.3 µM]	8%	x	-3%	-1.1%
COc1ccc(C(CC(=O)O)NC(=O)c2cccs2)cc1 (configuration not stated)	4%	-7%[46.1 µM]	16%[38.3 µM]	-1%	0%	-2%	0.0%
OCCC1CN(Cc2cccn2-c2ncccn2)CCN1C1CCCC1 (configuration not stated)	1%	-28%	15%	3%[46 µM]	8%[9.22 µM]	-1%	-2.9%
COCCn1nnnc1C(c1ccc(OC)cc1OC)N1CCN(c2ccccc2F)CC1 (configuration not stated)	9%	-16%[46.1 µM]	x	-2%	0%	x	-4.2%
Cn1[nH]c(=O)c(Cl)c(Cl)c1=O	6%	-5%[46.1 µM]	29%[38.3 µM]	1%	5%	-3%	4.1%
O=c1cccccc1NN=C1CCCCC1	13%	-11%	x	x	-6%[9.22 µM]	x	1.7%
Cc1cc(=O)[nH]c(SCC(=O)Nc2ncc(S(=O)(=O)c3ccc([N+](=O)[O-])cc3)s2)n1	-12%	1%	-1%	x	23%	x	-1.3%
CCCc1cc(=O)[nH]c(/N=C(\N)Nc2ccccc2)n1	3%	-6%[46.1 µM]	1%[38.3 µM]	-3%	-2%	3%	0.0%
Cc1nnc(SCC(=O)N2CCN(S(=O)(=O)c3ccccc3)CC2)s1	14%	5%	5%	x	14%	-3%	-2.7%
COC(=O)Cn1c2ccc(Cl)cc2c2nc(C)sc21	1%	4%	x	x	-23%[9.22 µM]	x	-0.4%
COC(=O)CCC/C=C1/SCC(NC(=O)c2ccccc2)C1NC(C)=O (configuration not stated)	1%	7%	-1%	11%[46 µM]	x	0%	2.0%
Cc1ccccc1C(=O)Nc1ccc(O)c2c(=O)cc(-c3ccccc3Cl)oc12	-4%&-6%	-39%	x	x	-6%[9.22 µM]	x	0.0%
CC(C)Cc1nc2sc3c(=O)[nH]cnc3c2c2c1CCCC2	4%	-13%	8%	x	31%	2%	2.1%
Cc1ccc2c(c1)CC1(CN2C)C(=O)OC2(CCCCC2)OC1=O	-10%	-8%[46.1 µM]	x	8%	9%	x	-8.8%
O=C(Cc1n[nH]c(=O)[nH]c1=O)N/N=C/c1cccc(O)c1	4%	3%[46.1 µM]	18%[38.3 µM]	10%	-10%	0%	-1.1%
CCn1c(SCc2ccc(C)cc2)nnc1-c1nn(-c2ccccc2)ccc1=O	-8%	-3%[46.1 µM]	1%[38.3 µM]	13%	10%	-8%	-1.4%
Cc1nnc(SCC(=O)Nc2sccc2C(N)=O)n1Cc1ccccc1	-3%	-8%[46.1 µM]	-6%[38.3 µM]	18%	-7%	-4%	7.2%
Fc1ccc(Nc2ccc3ccccc3n2)c(F)c1	8%	43%	-1%	x	3%	u	0.5%
CCC(C)N(C)C1CCN(C(=S)Nc2cccc(OC)c2)CC1 (configuration not stated)	3%	11%	-2%	21%[46 µM]	3%	-4%	-0.7%
CCC1Nc2ccccc2-c2nnc(SC)nc2O1 (configuration not stated)	9%	-1%[46.1 µM]	6%[38.3 µM]	-4%	-3%	17%	0.0%
COc1cc2c(=O)n(Cc3ccccc3)c(=O)n(CC(=O)NCC3CCCO3)c2cc1OC (configuration not stated)	3%	-1%[46.1 µM]	28%[38.3 µM]	-1%	7%	1%	2.3%
Cc1oc(-c2cccc(C(F)(F)F)c2)nc1CN1CCC[C@H]1CO	-3%	4%	7%	x	-9%[9.22 µM]	-1%	0.1%
Cc1ccc(S(=O)(=O)N2CC(O)CC2C(=O)NCc2ccc3c(c2)OCO3)cc1 (configuration not stated)	0%	24%	-2%	x	4%	-3%	4.5%
(listing goes on)
SMILES	CBFb RUNX1 block	NPSR antagonist	IMPase Li inh	Lamin A splicing	HttQ103 aggreg	Luc counter	Epigenetic reg
CC(NS(=O)(=O)c1ccc2[nH]c(=O)c(=O)[nH]c2c1)C(=O)O (configuration not stated)	-1%	-22%	-5%	6%[46 µM]	-10%[9.22 µM]	0%	-1.0%
O=C(CSCc1ccc(F)cc1)NCc1ccc(F)cc1	2%	3%	-7%	-6%[46 µM]	6%	-3%	0.0%&5.1%
CCOC(=O)c1c(C)[nH]c(C(=O)COC(=O)c2oc3ccccc3c2C)c1C	7%	11%[46.1 µM]	2%[38.3 µM]	9%	-11%	-3%	2.1%
COc1ccc(OC)c(NC(=O)CSc2nnc(CNC(=O)COc3ccc(Cl)cc3)o2)c1	10%	u	25%[38.3 µM]	3%	4%	-6%	-2.2%
CCC(=O)Nc1nc2c(c(=O)[nH]1)CCCC2	-12%	3%	-8%	8%[9.22 µM]	10%	6%	2.6%
COc1ccc(Cl)cc1-n1c(C)ccc1C	-4%	11%	5%	12%	18%	2%	2.6%
